Bioassay records (PubChem)
DENV2 CPE = DENV2-induced cell death inhibition; DENV2-infected cells, cytopathic effect rescue, plate reader; CPE inhibition, % at 9.99 µM; actives 1.7% (n = 350,000); AID 651640; in the data active = CPE inhibition above about 20%, passing the limit was not always enough; inconclusive = no clear call, values can overlap the other calls; tested in BHK-21 cells;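 note: 0% = median of neutral control wells and 100% = median of positive control wells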
ARNT TACC3 PPI = ARNT/TACC3 interaction disruption; Q9Y6A5; AlphaScreen His-ARNT PAS-B/GST-TACC3 binding, luminescence; TACC3 fragment carries E629A point mutation; inhibition, % at 9.99 µM; actives 0.66% (n = 390,000); AID 623870;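 active = mean inhibition of replicates at least 50% and at least half of replicates each reaching 50%; inconclusive = half or more replicates reach 50% but mean below 50%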;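 note: 0% = complete ARNT plus TACC3 wells and 100% = ARNT alone without TACC3; many hits fall short of the cut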
PAX8 inh HTS = PAX8 transcriptional activity inhibition | RMG-I TPO-luciferase reporter, SteadyGlo, 24 h | actives 1.2% (n = 360,000) | inhibition, % at 12.6 µM | AID 652154;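 active = mean replicate inhibition at least 60% with every replicate also reaching 60%; inconclusive = only one of the two criteria is met; inactive = mean below 60% and not all replicates reaching 60%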;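 note: luciferase light reporting Pax8 driven TPO promoter activity; plate controls were median of neutral control wells for no effect and mitoxantrone controls for full effect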
EWS-Fli inh = EWS/Fli transcriptional activity inhibition; A673 NR0B1-luciferase reporter, viability-normalised; inhibition, % at 12.6 µM; actives 0.67% (n = 350,000);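 active = mean inhibition of at least 50% after viability correction, with every replicate also passing that limit; inconclusive = mean reaches 50% but only one of two replicates passes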;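 note: firefly luciferase signal divided by Alamar Blue viability fluorescence both relative to DMSO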
Casp6 inh = inhibitors of human caspase-6; purified caspase-6, Z-VEID-R110 cleavage fluorescence; P55212; actives 0.53% (n = 350,000); inhibition, % at 12.5 µM; AID 686996;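 active = mean inhibition across replicates at least about 35%, with every replicate also reaching that limit, limit read from the data; inconclusive = only one of the two criteria met; inactive = neither criterion met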;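 note: 0% = median of neutral control wells and 100% = no fluorescence left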
Target sequence (P55212 24-179 limits assumed): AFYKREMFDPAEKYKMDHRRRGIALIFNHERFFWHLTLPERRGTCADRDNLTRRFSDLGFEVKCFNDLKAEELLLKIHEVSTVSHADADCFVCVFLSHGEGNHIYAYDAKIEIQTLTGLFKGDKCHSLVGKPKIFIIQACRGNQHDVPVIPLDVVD
Target sequence (P55212 194-293 limits assumed): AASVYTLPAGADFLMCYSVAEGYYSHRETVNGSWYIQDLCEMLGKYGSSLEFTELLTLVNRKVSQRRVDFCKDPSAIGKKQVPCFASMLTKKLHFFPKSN
SIRT5 inh = sirtuin-5 (human) deacylase inhibition; Q9NXA8; inhibition, % at 15 µM; AID 652115; Purified SirT5, succinyl-peptide AMC, trypsin-coupled fluorescence; actives 1.1% (n = 330,000); in the data active = inhibition above about 15%; inconclusive = no clear call, values can overlap the other calls
Target sequence (Q9NXA8 whole entry, looked up): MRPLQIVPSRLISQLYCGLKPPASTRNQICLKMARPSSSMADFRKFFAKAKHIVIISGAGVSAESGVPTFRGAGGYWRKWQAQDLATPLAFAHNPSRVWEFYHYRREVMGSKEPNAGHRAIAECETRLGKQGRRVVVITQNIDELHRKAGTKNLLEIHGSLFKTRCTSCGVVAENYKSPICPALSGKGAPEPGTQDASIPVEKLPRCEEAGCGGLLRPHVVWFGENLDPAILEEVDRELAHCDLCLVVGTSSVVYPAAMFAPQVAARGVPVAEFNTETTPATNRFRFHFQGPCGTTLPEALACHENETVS
LGR2 antag = inhibitors of bursicon-induced Drosophila LGR2 receptor cAMP signaling; HEK293 LGR2, CRE-luciferase, bursicon-stimulated, 4 h; inhibition, % at 9.99 µM; actives 0.35% (n = 380,000);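 active = drop in luminescence signal, shown as inhibition above about 50% in the replicate tests, limit read from the data, passing the limit was not always enough; inconclusive = probably only some replicates passing the limit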;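 note: agonist challenge used bursicon conditioned medium at about half maximal strength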
* hit, by the source's call; ? = inconclusive; · = not tested or not shown; & = joins results of further samples. Not a hit list; any-hit rate near 4.9%.

mol	Casp6 inh	PAX8 inh HTS	LGR2 antag	DENV2 CPE	ARNT TACC3 PPI	EWS-Fli inh	SIRT5 inh
C[C@H]1CN([C@@H](C)CO)S(=O)(=O)c2ccc(C#CC3CC3)cc2O[C@H]1CN(C)C(=O)c1ccccc1	0	·	-3	·	-4	8	2
O=C(COC(=O)c1cccc([N+](=O)[O-])c1)Nc1ncc(Br)s1	-2	·	-8	2	-1	-7	4
CCCOc1ccc(S(=O)(=O)n2cc(F)c(=O)[nH]c2=O)cc1	6	32	2	6	-12	17	-2
O=C(C[C@@H]1CC[C@H](NC(=O)Nc2ccccc2F)[C@@H](CO)O1)NCc1ccc(F)cc1	3	·	2	-5	·	·	0
C[C@@H]1CN([C@H](C)CO)C(=O)c2cc(NS(=O)(=O)c3ccccc3)ccc2O[C@H]1CN(C)Cc1ccc(C(=O)Nc2ccccc2N)cc1	-2	18	-4	6	-3	30	2
CCOC(=O)c1ccccc1N1C(=O)C2Sc3[nH]c(=O)sc3C(/C=C/c3ccccc3)C2C1=O (stereo not given)	5	-3	15	2	10	1	0
CN(C)Cc1c(C(C)(C)O)[nH]c2ccccc12	-3	22	2	-3	·	0	·
COc1ccc(S(=O)(=O)N[C@H]2CC[C@H](CCn3cc(-c4cccc(F)c4)nn3)O[C@H]2CO)cc1	0	7	-3	5	-1	4	-10
O=C(CC(c1ccccc1)c1ccccc1O)N1CCCCC1 (stereo not given)	0	9	-9	-3	-25	1	-3
CCOc1ccccc1C(=O)OCC(=O)Nc1cccc(S(=O)(=O)NC2=NCCCCC2)c1	-1	-2	1	5	18	0	-1
CCn1c(C)nnc1SCC(=O)Nc1cccc(Cl)c1	-1	26	7	2	-7	15	-4
O=C(CN1C(=O)C(=O)N(Cc2ccccc2)C1=O)Nc1ccc(OC(F)F)cc1	0	-9	3	-2	0	2	0
CC1CCCN(C(=O)c2ccc(CNc3c(N4CCCCC4)c(=O)c3=O)cc2)C1 (stereo not given)	1	-15	5	?	1	7	·
CC(=O)OC1CC2C(C)(C)C(=O)C=CC2(C)C2CCC3(C)C(c4ccoc4)OC(=O)C4OC43C12C (stereo not given)	0	·	37	12	·	24	·
CCOC(=O)/C=C1\Nc2ccccc2OC1=O	6	-42	·	6	2	4	-1
Cc1ccc(CN(C)C[C@@H]2OCc3cnnn3CCCC(=O)N([C@H](C)CO)C[C@H]2C)cc1	-5&4	-15&1	-6&-7	?	-13	-2&1	1&-5
CC(C)NC(=O)Nc1ccc2c(c1)CC(=O)N([C@H](C)CO)C[C@H](C)[C@H](CN(C)Cc1ccc(C(=O)O)cc1)O2	0	-3	-35	?	0	-2	4
N#Cc1cc([N+](=O)[O-])ccc1NC(=O)COC(=O)C1CCC(=O)N1 (stereo not given)	-2	-2	-8	2	0	6	2
Cc1ccc(S(=O)(=O)N(C)C[C@@H]2OCCCC[C@H](C)Oc3ccc(N(C)C)cc3C(=O)N([C@@H](C)CO)C[C@@H]2C)cc1	0	73*	4	-10	35	-4	6
O=C(c1nc2ccccn2c1CN1CCCC(O)C1)N1CCN(C2CCCCC2)CC1 (stereo not given)	-14	5	-9	-1	0	5	1

mol	Casp6 inh	PAX8 inh HTS	LGR2 antag	DENV2 CPE	ARNT TACC3 PPI	EWS-Fli inh	SIRT5 inh
CCS(=O)(=O)N1CC2(C1)[C@@H](c1ccccc1)[C@H](CO)N2C(=O)C1CC1	-2	·	10	4	·	·	-4
[O-][n+]1cc(Cl)cc(Cl)c1	1	11	·	5	·	-6	·
C[C@H](CO)N1C[C@H](C)[C@@H](CN(C)C(=O)c2cccc(F)c2)Oc2cc(-c3cccc(F)c3)ccc2S1(=O)=O	-2	·	32	-11	1	37	5
COC(=O)C[C@H]1CC[C@@H]2[C@H](COC[C@@H](O)CN2S(=O)(=O)c2ccccc2C)O1	1	0	21	1	3	-8	4
CN1CCN(S(=O)(=O)c2cccc(C(=O)Nc3ccc(Br)cc3Br)c2)CC1	1	2	-1	-1	6	·	-2
Cc1ccc(S(=O)(=O)N(C)C[C@H]2Oc3ccc(NC(=O)Nc4ccc(C(F)(F)F)cc4)cc3CC(=O)N([C@H](C)CO)C[C@H]2C)cc1	2	63*	1	2	8	6	11
CCOc1ccc(S(=O)(=O)N2CCN(C(=S)NCc3ccco3)CC2)cc1	·	20	-17	·	1	·	·
CCOc1ccc(C(=O)/C=C/Nc2ccc(S(=O)(=O)N=C(N)N)cc2)cc1	·	-23	-22	·	-10	·	·
Cc1cc(F)ccc1NS(=O)(=O)c1c(C(=O)N2CCOCC2)c(C)n(C)c1C	2	-2	-7	-8	-27	·	0
C[C@@H]1CN([C@@H](C)CO)C(=O)CCCn2nncc2CO[C@@H]1CN(C)Cc1ccncc1	·	3	-3	·	·	1	·
O=C(N/N=C1\CCSc2ccc(F)cc21)c1cccnc1	-1	-2	-6	1	11	8	0
CC(=O)N1CCCc2cc(S(=O)(=O)N3CCCC(C(=O)NCc4ccccc4Cl)C3)ccc21 (stereo not given)	0	3	1	-1	-5	·	-1
CCOc1ccc(S(=O)(=O)N(CC(=O)NCc2cccnc2)c2ccc(F)cc2)cc1	4	13	-2	2	4	7	0
C[C@H]1CN([C@@H](C)CO)C(=O)c2cccc(NC(=O)c3cnccn3)c2O[C@H]1CN(C)C(=O)NC1CCCCC1	-1	-4	-12	11	-8	1	2
COc1cc(C(=O)NC(=S)N(CCC#N)Cc2cccnc2)cc(OC)c1OC	4	·	4	-4	4	0	1
Cc1cccc(NC(=O)NC2(C)CCS(=O)(=O)C2)c1 (stereo not given)	-3	-6	-8	10	-4	-3	-2
O=C(CNC(=O)c1cc(Cl)cc([N+](=O)[O-])c1)OCC(=O)N1CCCCC1	-1	-5	7	0	2	-1	0
O=C(NCCCc1nc2ccccc2[nH]1)c1cccs1	2	-6	-2	0	10	0	2
O=C(NCCCN1CCOCC1)C(=O)N/N=C/c1ccc2c(c1)OCO2	-1	11	3	3	·	-1	0
N#CCC1(O)C(=O)Nc2ccccc21 (stereo not given)	0	·	-14	11	·	-1	·

mol	Casp6 inh	PAX8 inh HTS	LGR2 antag	DENV2 CPE	ARNT TACC3 PPI	EWS-Fli inh	SIRT5 inh
C[C@H](CO)N1C[C@H](C)[C@H](CN(C)C(=O)Nc2ccccc2)Oc2c(NC(=O)c3nc4ccccc4s3)cccc2C1=O	0	37	-11	0	-4	0	13
COc1ccc(N2CCN(C(=O)COC(=O)Cc3ccc(F)cc3)CC2)cc1	3	-6	-6	0	10	6	-1
COc1ccc(CCC(=O)c2ccc(OC)cc2)cc1	-5	-21	-15	1	·	1	-1
COCC(=O)N1CCC(Oc2ccc(C(=O)NCc3cc(C(C)C)no3)cc2)CC1	1	4	16	?	-12	7	0
COc1cc(F)ccc1-c1cc(C(=O)Nc2cc(OC)c(OC)c(OC)c2)[nH]n1	2	21	-12	1	·	-9	2
O=c1[nH]cc(S(=O)(=O)N2CCN(c3cccc(C(F)(F)F)c3)CC2)c(=O)[nH]1	4	-7	-5	?	-1	16	3
O=C(CNS(=O)(=O)c1ccccc1F)OCC(=O)c1c[nH]c2ccccc12	1	16	3	4	2	17	-12
O=C(NCc1csc(-c2cccs2)n1)Nc1ccc(F)cc1F	0	2	-1	-2	-2	-16	-3
COc1ccc(-c2cnc(C(O)c3ccc(-c4ccccc4)cc3)[nH]2)cc1 (stereo not given)	2	5	1	16	·	-2	·
COc1ccc([C@@H]2CC=C(C(=O)O)[C@H](c3ccccc3F)N2S(=O)(=O)c2ccc(C)cc2)cc1OC	8	-7	9	36*	-4	-3	-4
CN1CCN(S(=O)(=O)c2ccc(F)cc2)CC1	-1	-4	27	0	·	12	·
C=CCOc1cccc(C(=O)NC(c2ccccc2)C(C)C)c1 (stereo not given)	-2	-6	0	5	-2	2	-2
COc1ccccc1CNC(=O)c1cc(C(C)=O)c[nH]1	-2	-15	4	-6	29	4	-3
CCS(=O)(=O)Nc1ccc2c(c1)C(=O)N(C)C[C@@H](OC)[C@@H](C)CN[C@H](C)CO2	-2	-9	3	55*	-6	4	-3
Cc1c(CCC(=O)NCCCC(=O)O)c(=O)oc2cc3oc4c(c3cc12)CCCC4	-2	-15	-15	-2	12	15	-8
Cc1cc(SCC(=O)c2ccc(O)c(O)c2)nc2ccccc12	21	34	1	-3	8	49	-1
C[C@@H]1CCCCO[C@H](CN(C)C(=O)Nc2cccc3ccccc23)[C@H](C)CN([C@@H](C)CO)C(=O)c2cc(NC(=O)CCC(F)(F)F)ccc2O1	·	22	17	-13	21	-68	·
O=C(C[C@@H]1CC[C@@H]2[C@H](COC[C@@H](O)CN2C(=O)c2ccc3c(c2)OCO3)O1)NCCN1CCCCC1	-123	-5	19	-3	-8	-4	4
N=C(N)n1c(N)nc2ccccc2c1=O	-3	0	-8	-14	4	3	0
S=C(Nc1ccccc1Cl)NC1CC2CCCC(C1)N2C1CC1 (stereo not given)	-5	-21	2	5	0	-7	-7

The closing 3 records of the part before are carried over, then new ones follow.
mol	Casp6 inh	PAX8 inh HTS	LGR2 antag	DENV2 CPE	ARNT TACC3 PPI	EWS-Fli inh	SIRT5 inh
O=C(C[C@@H]1CC[C@@H]2[C@H](COC[C@@H](O)CN2C(=O)c2ccc3c(c2)OCO3)O1)NCCN1CCCCC1	-123	-5	19	-3	-8	-4	4
N=C(N)n1c(N)nc2ccccc2c1=O	-3	0	-8	-14	4	3	0
S=C(Nc1ccccc1Cl)NC1CC2CCCC(C1)N2C1CC1 (stereo not given)	-5	-21	2	5	0	-7	-7
NS(=O)(=O)c1cnccc1Oc1cccc(Cl)c1	0	14	10	-3	-7	-3	-1
Cc1cccc(C)c1NC(=O)COC(=O)c1c2c(nc3ccccc13)/C(=C\c1ccc3c(c1)OCO3)CCC2	-2	33	-8	-5	-3	-34	·
CC(C)c1nc(C(N)=O)c2[nH]c(=O)n(-c3ccc(F)cc3)c2n1	-3	2	-10	-5	-3	12	-2
COc1ccc(S(=O)(=O)N2C[C@H](O)COC[C@H]3O[C@H](CC(=O)N[C@H]4CCN(Cc5ccccc5)C4)CC[C@@H]32)cc1	·	4	33	6	6	1	·
CN(c1nnc(N)s1)C1CCCCC1	-1	11	33	-2	2	-4	·
COC(=O)COc1c(/C=C\c2nc(O)c([N+](=O)[O-])c(=O)[nH]2)cccc1OC	6	-10	4	7	2	9	0
COc1ccc(-c2nc3c(Cl)cc(C(F)(F)F)cn3c2Cc2ccc(C)cc2)cc1OC	-2	8	4	-1	·	6	-2
COc1ccccc1NC(=O)c1ccccc1SCC(=O)N1CCCC1	-2	2	3	5	·	0	1
CCC(Cc1ccccc1)NC(=O)c1ccc2nc(N3CCOCC3)sc2c1 (stereo not given)	0	-11	-33	2	-3	-1	·
COc1cccc(S(=O)(=O)N2C[C@H](O)COC[C@@H]3O[C@H](CC(=O)N4CCN(c5ccccc5)CC4)CC[C@H]32)c1	·	14	33	4	12	2	·
CCCNC(=O)N[C@@H]1CC[C@@H](CCn2cc(C3CC3)nn2)O[C@@H]1CO	6	3	-10	-7	-12	7	0
CCOc1cccc(-c2nc(C(N)=O)c3[nH]c(=O)n(-c4cccc(Cl)c4)c3n2)c1O	-3	-7	·	0	-2	7	1
C/C(=N\Nc1c(Cl)c(Cl)nc(C(=O)O)c1Cl)c1ccc(O)cc1	16	0	-5	-2	4	5	3
CCC(C)N(C(=O)CSc1nnc(COc2ccccc2F)n1N)C1CCS(=O)(=O)C1 (stereo not given)	-125	-1	11	1	-1	-4	0
O=C(COc1c(CO)cc(Br)cc1CO)NC1CCCc2ccccc21 (stereo not given)	2	-1	26	-4	4	10	-2
Cc1ccc2c(c1)C(=C(C#N)C#N)C(=O)N2CCN1CCCCC1	-4	9	·	-3	0	12	-14
COC(=O)c1ccccc1C(=O)N1CCCC(C(=O)c2cc(F)ccc2F)C1 (stereo not given)	-2	8	3	0	0	8	-2
